Compound activity deposited in PubChem by National Center for Advancing Translational Sciences (NCATS).
TrxR1 inh = blocks rat thioredoxin reductase 1 | recombinant rTrxR1, NADPH fluorescence consumption, selenite substrate | Potency, µM (doses to about 114 µM), for the others: at the highest dose activity change, negative = inhibition, most hits filed as inhibitors | 390,000 tested, 1% active; note: % is set by controls: 0 for no effect and ±100 for the full control effect; nearly all actives have a fitted effect of over 65% in size
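Rat TrxR1 (90 nM in the dispensed reagent) was pre-reduced with 400 uM NADPH for 5 min at room temperature, then incubated with compound for 15 min. After 400 uM selenite was added, NADPH fluorescence (Ex 340/Em 450 nm) was followed for 8 min.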
Pin1 inh = human Pin1 inhibition; Q13526; Pin1 FP peptide displacement, HiFluor488, 10 min; Potency, µM (series often up to 115 µM), without a hit: at the highest dose activity, negative = inhibition, hits mostly inhibitors; 390,000 tested, 0.009% active; AID 504891; active = well fitted inhibition curve with a large enough effect in the polarisation, with a control signal flat, not every such curve was filed as active; inconclusive = small, poorly fitted or top-dose-only effect, or effect the other way, or a change in a side signal; inactive = no such curve, though single readings can be large or run the other way; the % refers to the polarisation; note: % is set by controls: 0 for no effect and ±100 for the full control effect
Target sequence (Q13526 whole entry, looked up): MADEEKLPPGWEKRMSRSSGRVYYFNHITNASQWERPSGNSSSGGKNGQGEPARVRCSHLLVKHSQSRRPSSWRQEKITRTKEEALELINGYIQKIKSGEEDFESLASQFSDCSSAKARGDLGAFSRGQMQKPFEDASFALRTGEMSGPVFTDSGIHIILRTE
JMJD2A Tudor inh = blocks the human JMJD2A Tudor domain. O75164. AlphaScreen JMJD2A-Tudor / H3K4me3 peptide binding. Potency, µM (doses to about 114 µM), without a hit: at the highest dose activity change, negative = inhibition, hits mostly inhibitors. 390,000 tested, 4.4% active; note: % is set by controls: 0 for no effect and ±100 for the full control effect; nearly all actives have a fitted effect of over 50% in size
ERG-DNA inh = blocks human ERG Ets domain binding to DNA. AID 624246. fluorescence polarization, His-ERG Ets domain / labelled DNA. 370,000 tested, 0.028% active. P11308. Potency, µM (highest dose often 76.9 µM), for inactives: at the highest dose FP activity, negative = inhibition, usual class: inhibitors; active = well fitted inhibition curve with a large enough effect in the polarisation, with a control signal flat; inconclusive = small, poorly fitted or top-dose-only effect, or effect the other way, or a change in a side signal; inactive = no such curve, though single readings can be large or run the other way; the % refers to the polarisation;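 note: polarization taken with two DNA probes labelled with fluorescein and Texas red; % of control where 0% means no effect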
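His-tagged ERG Ets domain (1 uM in the protein solution; 300mM KCl, 50mM Tris-HCl, 1mM EDTA, 1mM DTT, pH 7.5) received compound, then a probe mix of 5 nM fluorescein-DNA and 100nM Texas-615-DNA. Fluorescence polarization was read for both dyes.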
ALOX12 inh = blocks human arachidonate 12S-lipoxygenase; P18054; purified 12hLO, xylenol orange hydroperoxide absorbance; Potency, µM (series often up to 108 µM), without a hit: at the highest dose activity change, negative = inhibition, usual class: inhibitors; 580,000 tested, 1.1% active; note: % is set by controls: 0 for no effect and ±100 for the full control effect
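Purified human 12hLO (150 nM final) in 25 mM Hepes, 0.01% Triton X-100, pH 7.0 was preincubated 15 min at room temperature with compound. Then 40 uM arachidonic acid was added, 30 min. Hydroperoxide was read by Fe-XO absorbance ratio 573/405 nm.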
RGS4 inhibitor = blocks human RGS4-accelerated GTP hydrolysis. P49798. Transcreener GDP fluorescence polarization, RGS4-accelerated GTP hydrolysis. 390,000 tested, 0.039% active. Potency, µM (doses to about 114 µM), for the others: at the top dose activity change, negative = inhibition, usual class: inhibitors; note: % is set by controls: 0 for no effect and ±100 for the full control effect; nearly all actives have a fitted effect of over 75% in size; some results filed as inactive show a strong effect at the top dose
Target sequence (P49798 whole entry, looked up): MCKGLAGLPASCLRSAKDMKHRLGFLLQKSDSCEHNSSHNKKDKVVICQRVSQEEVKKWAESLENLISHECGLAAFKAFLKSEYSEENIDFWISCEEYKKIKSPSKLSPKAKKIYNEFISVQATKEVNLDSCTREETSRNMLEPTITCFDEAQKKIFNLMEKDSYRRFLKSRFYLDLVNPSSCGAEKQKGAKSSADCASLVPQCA
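MLSMR compounds (23 nl, pin-transferred) preincubated 10 min at room temperature with a 500nM (2x) first reagent, then RGS4 at 900nM (2x) plus Transcreener GDP mix added; fluorescence polarization (620/688 nm) read before and after 90 min at 30 °C.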
PGK inhibitor = blocks T. brucei phosphoglycerate kinase | PGK/GAPDH coupled, Kinase-Glo luminescence, 60 min | Potency, µM (doses to about 57.5 µM), inactives show at the top dose activity change, negative = inhibition, usual class: inhibitors | P07378 | AID 602233 | 380,000 tested, 0.043% active; note: % is set by controls: 0 for no effect and ±100 for the full control effect; nearly all actives have a fitted effect of over 60% in size
Target sequence (P07378 whole entry, looked up): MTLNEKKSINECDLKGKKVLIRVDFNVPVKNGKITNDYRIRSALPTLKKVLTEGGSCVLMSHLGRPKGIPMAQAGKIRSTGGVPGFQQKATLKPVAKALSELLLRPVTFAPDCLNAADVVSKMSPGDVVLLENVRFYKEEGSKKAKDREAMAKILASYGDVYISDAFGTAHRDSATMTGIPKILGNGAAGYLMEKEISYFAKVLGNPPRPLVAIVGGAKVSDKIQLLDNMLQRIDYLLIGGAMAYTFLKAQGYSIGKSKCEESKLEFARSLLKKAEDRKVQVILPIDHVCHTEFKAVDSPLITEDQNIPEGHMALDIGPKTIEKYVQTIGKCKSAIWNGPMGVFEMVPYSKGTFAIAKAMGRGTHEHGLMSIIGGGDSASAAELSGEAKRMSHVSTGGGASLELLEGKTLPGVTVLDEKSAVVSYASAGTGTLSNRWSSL
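Luminescent ATP detection (Kinase-Glo Plus) follows a 60-minute room-temperature incubation, with wells lacking PGK as controls. Buffer: 100 mM TEA (pH 7.6), 5 mM MgCl2, 0.01% Tween-20. Coupling enzyme GAPDH (100 nM final) supplies unstable 1,3-BPG in-well.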
GLS inhibitor = inhibitors of human glutaminase (GLS); O94925; GLS enzymatic activity, qHTS titration; Potency, µM (titrated, usually from 45.5 µM), for inactives: at the highest dose activity change, negative = inhibition, actives largely listed as inhibitors; 410,000 tested, 0.21% active; AID 624170; note: % is set by controls: 0 for no effect and ±100 for the full control effect
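Assay buffer: 45 mM KH2PO4 pH 8.2, 0.02% Tween-20. hKGA acts on L-glutamine (1 mM solution added); product glutamate is reported by an oxidase/peroxidase Amplex Red coupling, with fluorescence taken at baseline and 30 min.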
HP1b chromo inh = inhibitors of HP1-beta chromodomain binding to methylated histone tails. P83916. AlphaScreen HP1-beta / biotin-H3K9me3 peptide binding. 390,000 tested, 0.56% active. Potency, µM (titrated, usually from 114 µM), without a hit: at the highest dose activity change, negative = inhibition, most hits filed as inhibitors. AID 540317; note: nearly all actives have a fitted effect of over 70% in size; inactives centre near 23
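AlphaScreen: HP1-beta (50 nM) preformed 30 min with biotin-H3(1-18)K9me3 peptide (50 nM) in PBS pH 7.4, 0.01% Tween-20. Compound added for 30 min at RT, then streptavidin donor/nickel chelate acceptor beads (10 ug/mL) for 30 min.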
* = called active by the depositor; i = inactive; ? = inconclusive; · = no result given; [ ] = dose if it differs, or a comment. Unless noted, calls come from the whole dose curve; as a rule, active = well fitted curve in the direction sought with a large enough effect; inconclusive = small, poorly fitted or top-dose-only effect, or another doubt; inactive = no such curve, though single readings can be large; an effect the other way counts as inactive or inconclusive. Potency is the fitted concentration of half-maximal effect. Not all compounds are listed. The share of hits here may be higher or lower than overall.

SMILES	TrxR1 inh	Pin1 inh	JMJD2A Tudor inh	ERG-DNA inh	ALOX12 inh	RGS4 inhibitor	PGK inhibitor	GLS inhibitor	HP1b chromo inh
CCC(=O)Nc1c(C(=O)N2CCN(c3ccc(F)cc3)CC2)oc2ccccc12	-4%	-13%	-27%	7%	3%	-19%	3%	5%	16%
O=C(NNC(=O)c1cc(-c2ccccc2)nn1-c1ccccc1)c1ccccc1	-9%	3%	-19%	2%	-9%	-18%	-1%	-3%	31%
COc1ccc(-c2ccc(CCC(=O)O)n2NC(=O)c2ccc(C(C)(C)C)cc2)cc1	-5%	-3%	-21%	-3%	-11%	-14%	-5%	2%	6%[57 µM]
Nn1c(-c2cccc(O)c2)nnc1-c1cccc(O)c1	-11%	-1%	-10%	·	11%	16%	-7%	12%	21%
N#Cc1c(-c2ccccc2)c(-c2ccccc2)n(Cc2ccco2)c1NC(=O)c1cccs1	7%	16%	-30%	1%	0%	15%	7%	-4%	-6%
[S-]C(=Nc1ccc(Cl)cc1)N[n+]1ccccc1	-24%	-4%	-32%	16%	?	-43%	-10%	9%	-35%
O=C(CN1C(=O)CCOc2ccccc21)Nc1cccc(S(=O)(=O)N2CCOCC2)c1	9%	-2%	-4%	·	349%[activator]	-15%	-9%	1%	24%
COC(=O)c1ccc2c(=O)n(Cc3ccc(C(=O)NC(C)C)cc3)c(=S)[nH]c2c1	10%[57.1 µM]	7%	2%	6%	7%	?	i	-18%	42%
COc1cc([N+](=O)[O-])cc2sc(NC(=O)C3CC3)nc12	9%[57.1 µM]	5%	-21%	-7%	-1%	?	i	-2%	19%
COc1ccccc1N1CCN(c2ncnc3nc[nH]c23)CC1	12%	0%	-22%	5%	13%	7%	-3%	2%	22%
COc1ccc(NC(=O)CN2CC(c3ccccc3)CC2=O)cc1OC (stereo unspecified)	10%[57.1 µM]	-5%	-2%	-10%	12%[57.4 µM]	-7%	-11%	-6%	60%[activator]
COc1cc(/C=C/c2cccc[n+]2C)ccc1OCC(=O)Nc1ccccc1C	-4%	1%	-4%	-6%	?	-10%	-6%	2%	-10%
O=C(Cc1cccs1)Nc1nnc(SCc2cccc3ccccc23)s1	-13%	13%	-29%	10%	?	-28%	-5%	-4%	30%
Cc1ccc(NC(=O)C2CCN(C(=O)c3cccs3)CC2)c(C)c1	-6%	-1%	-8%	-3%	?	-34%	-3%	-5%	8%
FC(F)(F)c1ccc(-c2nnc(-c3ccccn3)c(-c3ccccn3)n2)nc1	-4%[57.1 µM]	-1%	-30%	-12%	328%[activator]	-9%	-5%	-9%	9%

7 entries from above, reformatted.
structure | TrxR1 inh | Pin1 inh | JMJD2A Tudor inh | ERG-DNA inh | ALOX12 inh | RGS4 inhibitor | PGK inhibitor | GLS inhibitor | HP1b chromo inh
Cc1ccc(NC(=O)C2CCN(C(=O)c3cccs3)CC2)c(C)c1 | -6% | -1% | -8% | -3% | ? | -34% | -3% | -5% | 8%
O=C(Cc1cccs1)Nc1nnc(SCc2cccc3ccccc23)s1 | -13% | 13% | -29% | 10% | ? | -28% | -5% | -4% | 30%
COc1cc([N+](=O)[O-])cc2sc(NC(=O)C3CC3)nc12 | 9%[57.1 µM] | 5% | -21% | -7% | -1% | ? | i | -2% | 19%
N#Cc1c(-c2ccccc2)c(-c2ccccc2)n(Cc2ccco2)c1NC(=O)c1cccs1 | 7% | 16% | -30% | 1% | 0% | 15% | 7% | -4% | -6%
COC(=O)c1ccc2c(=O)n(Cc3ccc(C(=O)NC(C)C)cc3)c(=S)[nH]c2c1 | 10%[57.1 µM] | 7% | 2% | 6% | 7% | ? | i | -18% | 42%
O=C(CN1C(=O)CCOc2ccccc21)Nc1cccc(S(=O)(=O)N2CCOCC2)c1 | 9% | -2% | -4% | · | 349%[activator] | -15% | -9% | 1% | 24%
CCC(=O)Nc1c(C(=O)N2CCN(c3ccc(F)cc3)CC2)oc2ccccc12 | -4% | -13% | -27% | 7% | 3% | -19% | 3% | 5% | 16%

The list continues:
SMILES	TrxR1 inh	Pin1 inh	JMJD2A Tudor inh	ERG-DNA inh	ALOX12 inh	RGS4 inhibitor	PGK inhibitor	GLS inhibitor	HP1b chromo inh
COC(=O)c1cc(=O)n(Cc2cccs2)c(=NCc2cccs2)s1	20%	-2%	7%	-5%	24%	-10%	19%	-5%	25%
CC[C@@H]1C=C(C(=O)O)[C@H](c2ccc(OC)c(OC)c2)N1S(=O)(=O)c1ccc(C)cc1	-7%	-1%	-16%	8%	0%	9%	-7%	5%	17%
c1ccc(-c2ccc(C3=Nn4c(nnc4-c4cc(-c5ccccc5)n[nH]4)SC3)cc2)cc1	17%	12%	-15%	-7%	3%	-19%	-7%	0%	17%
CC(C)C(=O)NC(=S)Nc1sc2c(c1C(N)=O)CCCC2	?	16%	?	4%	?	-43%	-11%	0%	?
O=c1c(C=Nc2ccc(Cl)cc2)c[nH]n1-c1cccc(Cl)n1	-4%	?	25µM*	-6%	-31%	2%	-12%	0%	18%
COc1c(C)cccc1C(=O)Nc1ccc(-c2nc3ccccc3s2)c(Cl)c1	47%[activator]	6%	-21%	-2%	0%	-13%	-9%	-1%	7%

Full records from above. Values in the order: TrxR1 inh, Pin1 inh, JMJD2A Tudor inh, ERG-DNA inh, ALOX12 inh, RGS4 inhibitor, PGK inhibitor, GLS inhibitor, HP1b chromo inh
CC(C)C(=O)NC(=S)Nc1sc2c(c1C(N)=O)CCCC2 across the screens: ?, 16%, ?, 4%, ?, -43%, -11%, 0%, ?
CC[C@@H]1C=C(C(=O)O)[C@H](c2ccc(OC)c(OC)c2)N1S(=O)(=O)c1ccc(C)cc1 across the screens: -7%, -1%, -16%, 8%, 0%, 9%, -7%, 5%, 17%
